CHO parental Ca = ATP-evoked calcium signal inhibitors, parental CHO, primary screen, counter-screen for OX1R antagonist project, cell-based, fluorescence, Fluo-8 calcium dye; parental CHO-K1, ATP-induced calcium, Fluo-8 fluorescence; inhibition, % at 5.6 µM; 330,000 compounds, 0.63% hits; AID 463079, 2010;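 active = inhibition above that plate's mean sample inhibition plus 3 SD, cut at about 26% in these data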;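 also: 0% = ATP-challenged DMSO wells and 100% = DMSO wells without ATP; some compounds past the cut are filed as inactive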
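Measured by: calcium-sensitive Fluo-8 fluorescence / Test system: CHO parental line / Controls: ATP-challenged DMSO wells low, unchallenged DMSO wells high / Measure: % inhibition / Compound: single nominal dose of 5.6 µM per compound / Replicates: single well per compound, no replicates / Reagent: ATP as calcium-mobilizing challenge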
TAAR1 agonist = human TAAR1 agonists, primary screen, Fluo-8 calcium fluorescence, CHO RD-HGA16 cells. Trace amine-associated receptor 1 (Homo sapiens), Q96RJ0. activation, % at 3 µM. vehicle wells 0%, saturating PEA agonist 100%. 360,000 compounds, 0.99% hits;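 active = activation above the mean activation of all test compounds in the run plus 3 SD, cut at about 38% in these data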
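Test system: RD-HGA16 (CHO) cells co-expressing Gα16 and hTAAR1 | Doses: Single dose, 3 µM | Schedule: 17-24 h seeding, 75 min 37 °C dye, 30 min RT | Evaluation: % activation from peak over basal fluorescence ratio, DMSO-to-PEA scaled | Technique: Kinetic Fluo-8 calcium fluorescence | Benchmarks: Low control DMSO, high control PEA (EC100)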
V1aR counter = agonists of human V1a receptor, primary screen, counter-screen for OXTR agonist project, fluorescence, CHO-V1R cells. Vasopressin V1a receptor (Homo sapiens), P37288. Fluo-8 calcium fluorescence, agonist mode; 0% DMSO, 100% 3 nM vasopressin. activation, % at 3 µM. 320,000 compounds, 0.25% hits. AID 2797, 2010;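 active = activation above the mean activation of all tested compounds plus 3 SD, per screening run, cut at about 20% in these data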;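 also: signal is peak over basal fluorescence ratio across a 100 second FLIPR read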
Target sequence (P37288 whole entry, looked up): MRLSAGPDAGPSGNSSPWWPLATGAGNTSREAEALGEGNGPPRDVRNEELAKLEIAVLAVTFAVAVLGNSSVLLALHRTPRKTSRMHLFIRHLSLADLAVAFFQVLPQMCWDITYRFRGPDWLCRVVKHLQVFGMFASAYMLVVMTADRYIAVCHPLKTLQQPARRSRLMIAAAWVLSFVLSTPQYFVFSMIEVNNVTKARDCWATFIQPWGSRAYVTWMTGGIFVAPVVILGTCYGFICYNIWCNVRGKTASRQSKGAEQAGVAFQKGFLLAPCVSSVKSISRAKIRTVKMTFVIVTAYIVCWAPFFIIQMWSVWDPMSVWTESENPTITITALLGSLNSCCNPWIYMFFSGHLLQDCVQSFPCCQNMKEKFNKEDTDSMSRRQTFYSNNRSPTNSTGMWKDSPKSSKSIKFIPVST
CHRM1 antagonist = human M1 muscarinic receptor antagonists, primary screen, CHO-K1 cells, Fluo-8 calcium fluorescence, 1536-well; Muscarinic acetylcholine receptor M1 (Homo sapiens), P11229; CHO-K1 hM1, ACh EC80 antagonist; inhibition, % at 3 µM; 360,000 compounds, 1.3% hits;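 active = percent inhibition above its own plate's cutoff, namely the mean of that plate's compound wells plus 3 SD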;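 also: peak over basal fluorescence ratio during 140 s after agonist addition; 0% = ACh EC80 plus DMSO and 100% = DMSO alone without agonist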
OXTR potentiator = human OXTR potentiators, primary screen, fluorescence, CHO-OTR cells, Fluo-8 calcium. Oxytocin receptor (Homo sapiens), P30559. Fluo-8 calcium fluorescence, potentiator mode; 0% = oxytocin EC15, 100% = EC100. activation, % at 3 µM. 320,000 compounds, 0.061% hits. AID 2445, 2010;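 active = activation above that plate's cutoff, the mean activation of tested compounds plus 3 SD, cut at about 6.6% in these data, passing the limit was not always enough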;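 also: 100% uses oxytocin at 75 nM as the full agonist control; some results filed as inactive read as strong as hits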
Target sequence (P30559 whole entry, looked up): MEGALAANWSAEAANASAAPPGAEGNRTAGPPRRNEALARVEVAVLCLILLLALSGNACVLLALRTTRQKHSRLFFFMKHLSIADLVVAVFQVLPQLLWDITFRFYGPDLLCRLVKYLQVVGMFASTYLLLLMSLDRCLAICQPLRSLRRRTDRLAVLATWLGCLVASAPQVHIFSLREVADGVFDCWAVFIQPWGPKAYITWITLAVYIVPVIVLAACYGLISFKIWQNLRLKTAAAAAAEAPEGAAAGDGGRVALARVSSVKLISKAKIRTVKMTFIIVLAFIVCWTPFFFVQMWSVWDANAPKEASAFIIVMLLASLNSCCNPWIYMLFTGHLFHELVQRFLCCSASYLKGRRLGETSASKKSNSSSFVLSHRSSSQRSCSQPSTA
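Assay system: CHO-OTR cells, human receptor / Also added: oxytocin at about EC15, sub-maximal agonist stimulus / Dosing: single dose, 3.0 µM nominal final compound concentration / Incubation: 6 min pre-incubation, 100 s read / Technique: Fluo-8 calcium dye fluorescence / Read-out: % activation vs EC15 and EC100 oxytocin / Benchmarks: EC15 oxytocin low, 75 nM oxytocin high / Replicates: singlicate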
OXTR agonist = human OXTR agonists, primary screen, fluorescence, CHO-OTR cells, Fluo-8 calcium; AID 2435, 2010; Oxytocin receptor (Homo sapiens), P30559; Fluo-8 calcium fluorescence; normalized: DMSO 0%, oxytocin 100%; 320,000 compounds, 0.32% hits; activation, % at 3 µM;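 active = activation above the mean of all tested compounds plus 3 SD, cutoff set per screening run, cut at about 20% in these data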;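 also: peak over basal fluorescence ratio from a 100 s FLIPR kinetic read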
TAAR1 antag = human TAAR1 antagonists, primary screen, Fluo-8 calcium fluorescence, CHO RD-HGA16 cells; antagonist; inhibition, % at 3 µM; 360,000 compounds, 1.5% hits;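 active = inhibition above a per-plate cutoff, the mean inhibition of test compounds on that plate plus 3 SD, cut at about 49% in these data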;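 also: 0% = DMSO plus EC80 beta-PEA response and 100% = DMSO alone without agonist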
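Test system: RD-HGA16 CHO cells with stable hTAAR1 and Gα16 / Probe or stimulus: EC80 β-phenethylamine stimulus / Times: seeding 17-24 h prior, 75-min 37 °C, 30-min RT dye loading / Detection: Fluo-8 calcium-sensitive fluorescence / Read-out basis: % inhibition scaled between DMSO and EC80 PEA controls / Repeats: singlicate, one well per test compound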
M1 ag = human M1 muscarinic receptor agonists, primary screen, Fluo-8 calcium fluorescence, CHO-K1 cells, HTS; 360,000 compounds, 0.33% hits; CHO-K1 hM1, agonist mode; 0% DMSO, 100% acetylcholine EC100; activation, % at 3 µM; Muscarinic acetylcholine receptor M1 (Homo sapiens), P11229; AID 588814, 2011;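 active = activation above the run's mean compound activation plus 3 SD, cut at about 16% in these data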;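 also: peak over basal fluorescence ratio within a 140 s kinetic read after compound addition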
CHRM1 PAM = human M1 muscarinic receptor positive allosteric modulators, primary screen, CHO-K1 cells, Fluo-8 calcium fluorescence, 1536-well; CHO-K1 hM1, ACh EC20; 0% = ACh EC20, 100% = maximal ACh; activation, % at 3 µM; 360,000 compounds, 0.088% hits; AID 588819, 2011; in the data active = activation above about 19%, passing the limit was not always enough
* marks the source's active call; other numbers are inactive results; / = no result given. Compounds were not picked by outcome; 3.7% or so of the library scored in one or more.

entry	SMILES	CHO parental Ca	TAAR1 agonist	V1aR counter	CHRM1 antagonist	OXTR potentiator
1	CC1=NN(c2ccc(C)c(C)c2)C(=O)/C1=C/c1ccc2c(c1)n(C)c(=O)n2C	-7	1	1.1	-9	-7
2	CC1CCCN(S(=O)(=O)c2ccc(-c3ccc(=O)[nH]n3)o2)C1 (stereo not drawn)	-5	0	0.0	-13	-10
3	COc1cccc(C(=O)NC(=S)Nc2ccc(N3CCCC3)cc2)c1	-12	-1	-0.4	11	-8
4	Nc1nc(Cn2nnc(-c3ccccc3F)n2)nc(N2CCOCC2)n1	-3	2	1.2	-8	-5
5	CCN(CC)CCN(Cc1cc2ccc(C)cc2[nH]c1=O)C(=O)NC1CCCCC1	-13	2	-1.0	1	-1
6	CNc1ccc(S(=O)(=O)NCC(=O)OC(C)C(=O)N(C)Cc2ccccc2)cc1[N+](=O)[O-] (stereo not drawn)	-9	4	0.7	5	-4
7	COc1cccc(OCCOc2ccc(/C=C3/SC(=S)NC3=O)cc2)c1	-3	4	3.4	4	-11
8	COCCn1c(C)cc(C(=O)CSc2nc3nc(C)cc(C)n3n2)c1C	-11	1	2.8	-5	-4
9	CN([C@@H](C(=O)OC(C)(C)C)c1ccccc1)S(=O)(=O)c1cccc(S(=O)(=O)N(C)[C@@H](C(=O)OC(C)(C)C)c2ccccc2)c1	-11	0	0.9	4	-6
10	O=C(/C=C/c1cccs1)NCc1ccccc1	-3	-3	-1.8	-8	-15
11	Cc1nnc(NC(=O)CN2CCN(Cc3ccccc3Cl)CC2)s1	0	0	0.7	-6	0
12	COc1ccc(Cl)cc1-c1cc(C(=O)Nc2ccc(C)c(NS(C)(=O)=O)c2)[nH]n1	/	9	/	7	/

entry	OXTR agonist	TAAR1 antag	M1 ag	CHRM1 PAM
1	2.4	-29	-4	10
2	-0.1	6	-3	7
3	-0.7	-13	-5	-5
4	0.6	11	-3	6
5	0.7	-6	-6	2
6	0.2	-7	-3	1
7	3.1	-18	0	3
8	1.0	-22	-6	10
9	-1.4	3	-2	8
10	-2.1	-6	-4	1
11	0.0	-8	-7	6
12	/	40	1	-7

Next section:
entry	SMILES	CHO parental Ca	TAAR1 agonist	V1aR counter	CHRM1 antagonist	OXTR potentiator
13	Cc1noc(C)c1-c1nnc(-c2ccc(OC(F)(F)F)cc2)o1	-15	-2	-1.4	-11	-13
14	Cc1cc(O)c2c(c1)CC1C3CCC4CC(=O)CCC4(C)C3CC(=O)C21C (stereo not drawn)	/	0	/	-5	/
15	Cc1ccc(Cl)cc1-n1ncc2c(NNC(=O)c3ccco3)ncnc21	0	2	2.0	-3	-6
16	CC(=O)c1cccc(NC(=O)CCNS(=O)(=O)c2cccc3nonc23)c1	-20	-1	0.5	-6	7
17	CNC(=S)N1CCC(NC(=O)C(Cc2ccc(OC)cc2)NC(C)=O)CC1 (stereo not drawn)	-6	2	1.1	-11	-2
18	CC(C)NC(=O)NC(=O)COC(=O)C1(C)CC1(Cl)Cl (stereo not drawn)	-12	0	0.1	3	-6
19	COC(=O)CCCC1=CC2=C(c3ccccc3)C(=O)C(C)(OC(=O)C3CCCC3)C(=O)C2=CN1Cc1ccc2c(c1)OCO2 (stereo not drawn)	-8	2	-0.7	-8	-11
20	Cc1nccn1CCC(=O)NC1CCCc2c1cnn2-c1ccc(C(C)(C)C)cc1 (stereo not drawn)	/	4	/	6	/
21	CCOc1ccccc1C(=O)NCc1ccco1	-25	9	0.8	-9	-2
22	CC(=O)N1CCN(c2ccc(NC(=O)c3cc(Cl)ccc3Cl)cc2)CC1	0	1	1.0	-10	-6
23	CCn1cc(S(=O)(=O)CC(=O)Nc2cc(C)on2)c2ccccc21	-1	1	0.8	18	-4
24	O=C(CCCC(=O)OCC(=O)c1ccc(Cl)cc1)NC1CCCCC1	12	0	8.5	7	-8

entry	OXTR agonist	TAAR1 antag	M1 ag	CHRM1 PAM
13	-1.6	-4	-2	4
14	/	-23	-2	-2
15	2.5	-24	4	10
16	0.6	4	-8	2
17	0.9	-15	-3	14
18	0.0	-5	-3	5
19	-1.4	0	-9	6
20	/	-18	-9	-6
21	-0.9	11	-3	4
22	1.3	-9	-2	5
23	0.1	8	-1	-5
24	6.8	-4	-2	-3

Arranged by the number under CHRM1 antagonist (descending): 3 of the compounds above.
nr	SMILES	CHRM1 antagonist
19	COC(=O)CCCC1=CC2=C(c3ccccc3)C(=O)C(C)(OC(=O)C3CCCC3)C(=O)C2=CN1Cc1ccc2c(c1)OCO2 (stereo not drawn)	-8
21	CCOc1ccccc1C(=O)NCc1ccco1	-9
17	CNC(=S)N1CCC(NC(=O)C(Cc2ccc(OC)cc2)NC(C)=O)CC1 (stereo not drawn)	-11

Later entries.
entry	SMILES	CHO parental Ca	TAAR1 agonist	V1aR counter	CHRM1 antagonist	OXTR potentiator
25	O=c1[nH]nc(SCc2cc(Cl)ccc2Cl)c(=O)[nH]1	-4	4	1.5	-16	-5
26	CCS(=O)(=O)N1CCCC(C(=O)N2CCc3ccccc3C2)C1 (stereo not drawn)	-5	2	-0.4	-5	-19
27	CCC(=O)NC(=S)Nc1cccc(NC(=O)c2ccccc2Cl)c1	-16	6	0.9	5	-14
28	COc1ccc(CC(=O)OCC(=O)Nc2ccc(Cl)cc2C)cc1	-16	3	0.5	-2	4
29	CC(=O)Nc1ccc(C(=S)NCc2ccco2)cc1	4	3	0.8	-2	-17
30	O=C(OCC(=O)N1c2ccccc2Sc2ccccc21)c1ccc[n+]([O-])c1	-20	6	0.5	9	-13
31	CCN(CC(=O)Nc1c(Cl)cccc1Cl)C(=O)C1CCN(c2ncnc3sc(C)c(C)c23)CC1	/	5	/	-7	/
32	COc1ccc(Cl)cc1C(=O)NC1=NCCS1	-9	0	-0.8	-5	-7
33	CCOC(=O)C1CCN(CC(O)COCc2ccc3c(c2)OCO3)CC1 (stereo not drawn)	-11	2	-0.6	-7	-3
34	CCOC(=O)N1CCC(NC(=O)CCC(=O)N2CCOc3ccccc32)CC1	-23	0	0.8	13	2
35	Cc1nc(Nc2ccc(C(=O)O)cc2)nc(Nc2ccc(C(=O)O)cc2)c1[N+](=O)[O-]	1	10	-0.1	1	-8
36	Oc1c(N=NC(=S)Nc2ccccc2F)c2ccccc2n1Cc1ccccc1F	-1	7	-1.3	7	-9

entry	OXTR agonist	TAAR1 antag	M1 ag	CHRM1 PAM
25	5.2	2	-4	11
26	0.5	-6	-4	4
27	-0.2	-7	-2	-5
28	-1.1	-36	-2	-1
29	0.3	16	-4	3
30	0.4	-22	-4	0
31	/	3	-5	5
32	-0.2	-3	-8	-6
33	0.8	-17	-8	-1
34	-0.1	0	-4	1
35	-0.6	3	-3	8
36	0.3	54*	3	0

Next part.
entry	SMILES	CHO parental Ca	TAAR1 agonist	V1aR counter	CHRM1 antagonist	OXTR potentiator
37	O=C(NC(Nc1ccccn1)C(Cl)(Cl)Cl)c1ccccc1 (stereo not drawn)	-9	4	1.1	-4	-3
38	CCn1c2ccccc2c2cc(NC(=O)c3cc(OC)c(OC)c(OC)c3)ccc21	-12	-3	0.1	0	-5
39	CC1Cc2nc(SCC(=O)NCC3CCCO3)n(-c3ccc(F)cc3)c(=O)c2S1 (stereo not drawn)	-11	-1	-0.1	-20	0
40	CCC(=O)N1CCc2cc(Br)cc(S(=O)(=O)Nc3c(C)n(C)n(-c4ccccc4)c3=O)c21	-16	/	-0.2	/	-2
41	COc1cccc(NC(=O)C(=O)c2cn(CC(=O)N3CCCC3)c3ccccc23)c1	-17	6	3.8	-2	-6
42	FC(F)(F)c1ccc(-c2csc(-c3ccno3)n2)cc1	-13	0	0.5	-14	-6
43	COc1ccc2sc(N(CCCN(C)C)C(=O)c3ccc(C(=O)c4ccccc4)cc3)nc2c1	-12	29	2.4	-6	-13
44	N/C(Cc1cccs1)=N\OC(=O)COc1ccc(Br)cc1	-13	13	-0.2	-7	-10
45	CN(C)c1cccc(C(=O)OCC(=O)NC(=O)NCc2ccccc2)c1	-6	-1	1.9	-6	0
46	O=C(COC(=O)/C=C/c1ccco1)NCCN1C(=O)CSC1=O	/	1	/	-25	/
47	Cc1ccccc1C(=O)NNC(=O)C1CC(=O)N(c2ccc3c(c2)OCCO3)C1 (stereo not drawn)	-3	2	-0.5	8	-1

entry	OXTR agonist	TAAR1 antag	M1 ag	CHRM1 PAM
37	-1.0	-11	-8	7
38	-1.4	14	-8	-2
39	0.0	-6	-3	13
40	-0.2	/	/	/
41	1.8	14	-1	2
42	-4.0	-5	-6	5
43	13	27	-4	6
44	-1.1	19	-4	-1
45	1.0	-3	2	4
46	/	-16	0	17
47	-0.2	-9	-6	-1

Structures shown so far with fluorine (five):
entry	SMILES	CHO parental Ca	TAAR1 agonist	V1aR counter	CHRM1 antagonist	OXTR potentiator
4	Nc1nc(Cn2nnc(-c3ccccc3F)n2)nc(N2CCOCC2)n1	-3	2	1.2	-8	-5
13	Cc1noc(C)c1-c1nnc(-c2ccc(OC(F)(F)F)cc2)o1	-15	-2	-1.4	-11	-13
36	Oc1c(N=NC(=S)Nc2ccccc2F)c2ccccc2n1Cc1ccccc1F	-1	7	-1.3	7	-9
39	CC1Cc2nc(SCC(=O)NCC3CCCO3)n(-c3ccc(F)cc3)c(=O)c2S1 (stereo not drawn)	-11	-1	-0.1	-20	0
42	FC(F)(F)c1ccc(-c2csc(-c3ccno3)n2)cc1	-13	0	0.5	-14	-6

entry	OXTR agonist	TAAR1 antag	M1 ag	CHRM1 PAM
4	0.6	11	-3	6
13	-1.6	-4	-2	4
36	0.3	54*	3	0
39	0.0	-6	-3	13
42	-4.0	-5	-6	5
